PAFAH1B3 inh: PAFAH1B3 (human) inhibition | Q15102 | recombinant PAFAH1B3, FP-rhodamine probe, fluorescence polarization | inhibition, % at 3.39 µM | 340,000 compounds, 0.28% hits;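 active = inhibition above the screen-wide average of all tested compounds plus 3 SD, cut at about 25% in these data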;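 also: 0% = enzyme with DMSO only and 100% = wells lacking PAFAH1B3 protein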
PAD4 FP inh: blocks human protein arginine deiminase 4 | inhibition, % at 6.36 µM | Q9UM07 | recombinant PAD4, RCA probe fluorescence polarization | 330,000 compounds, 0.41% hits;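 active = percent inhibition above a cutoff equal to the mean of all tested compounds plus 3 SD, cut at about 15% in these data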;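 also: 0% = PAD4 with RCA probe and DMSO and 100% = probe without PAD4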
PREPL inh: inhibits the human prolyl oligopeptidase-like enzyme. Q4J6C6. recombinant PREPL, fluorescence polarization activity-based probe. inhibition, % at 5.96 µM. 320,000 compounds, 0.68% hits; in the data active = inhibition above about 43%;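 also: 0% = enzyme with DMSO and 100% = wells lacking enzyme; many of its hits are not listed in these tables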
PME-1 primary: PME-1 (human) inhibition. Q9Y570. recombinant PME-1, FP-Rh probe fluorescence polarization. inhibition, % at 5.9 µM. 320,000 compounds, 0.53% hits. AID 2130;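 active = inhibition above the campaign mean of all compounds plus 3 SD, cut at about 26% in these data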;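 also: competitive labeling of PME-1 active site by serine hydrolase directed probe; 0% = PME-1 with DMSO and 100% = wells lacking PME-1 enzyme; inhibitors block probe labeling so polarization falls and inhibition rises; many of its hits are not listed in these tables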
pPAFAH inh: pPAFAH (human) enzyme inhibition; recombinant pPAFAH, FP-rhodamine probe fluorescence polarization; Q13093; 330,000 compounds, 1.5% hits; inhibition, % at 3.39 µM;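 active = inhibition above the mean inhibition across the screen plus 3 SD, cut at about 25% in these data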;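 also: inhibitors block binding of the rhodamine activity-based probe so polarization drops; 0% = enzyme with DMSO and 100% = wells lacking pPAFAH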
LYPLA2 inh: LYPLA2 (human) inhibition in PME1 counter-screen; O95372; recombinant LYPLA2, FP-Rh probe fluorescence polarization; inhibition, % at 5.9 µM; 320,000 compounds, 0.38% hits; AID 2177;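 active = inhibition above the screen-wide mean plus 3 SD, limit set per campaign, cut at about 26% in these data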;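 also: 0% = LYPLA2 with DMSO and 100% = wells lacking LYPLA2 enzyme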
Target sequence (O95372 whole entry, looked up): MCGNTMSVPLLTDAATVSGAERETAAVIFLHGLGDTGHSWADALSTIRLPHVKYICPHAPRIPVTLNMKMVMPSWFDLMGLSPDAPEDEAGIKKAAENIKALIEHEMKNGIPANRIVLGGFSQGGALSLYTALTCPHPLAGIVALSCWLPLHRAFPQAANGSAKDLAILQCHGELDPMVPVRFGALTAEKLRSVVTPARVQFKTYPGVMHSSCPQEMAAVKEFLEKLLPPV
PAFAH1B2 FP inh: blocks human PAF acetylhydrolase 1b catalytic subunit 2 | P68402 | recombinant PAFAH1B2, FP-rhodamine activity probe, fluorescence polarization | inhibition, % at 3.39 µM | 340,000 compounds, 1.2% hits | AID 492953;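 active = inhibition above the mean of all tested compounds plus 3 SD, cut at about 24% in these data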;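 also: 0% = enzyme with DMSO and 100% = wells lacking PAFAH1B2; many of its hits are not listed in these tables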
Target sequence (P68402 whole entry, looked up): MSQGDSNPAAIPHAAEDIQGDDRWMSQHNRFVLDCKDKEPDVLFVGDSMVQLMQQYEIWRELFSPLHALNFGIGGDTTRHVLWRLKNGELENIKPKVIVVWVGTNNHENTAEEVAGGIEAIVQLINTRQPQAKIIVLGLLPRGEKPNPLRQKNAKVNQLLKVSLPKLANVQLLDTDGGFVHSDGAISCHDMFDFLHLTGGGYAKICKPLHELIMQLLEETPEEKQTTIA
GSTO1 inh: counter-screen for RBBP9 inhibitors: inhibitors of human GSTO1 | P78417 | recombinant GSTO1, activity-based probe fluorescence polarization | inhibition, % at 5.96 µM | 300,000 compounds, 1.1% hits;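 active = inhibition above the campaign mean inhibition plus 3 SD, cut at about 35% in these data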;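 also: 0% = GSTO1-1 with DMSO and 100% = wells lacking GSTO1-1 enzyme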
Target sequence (P78417 whole entry, looked up): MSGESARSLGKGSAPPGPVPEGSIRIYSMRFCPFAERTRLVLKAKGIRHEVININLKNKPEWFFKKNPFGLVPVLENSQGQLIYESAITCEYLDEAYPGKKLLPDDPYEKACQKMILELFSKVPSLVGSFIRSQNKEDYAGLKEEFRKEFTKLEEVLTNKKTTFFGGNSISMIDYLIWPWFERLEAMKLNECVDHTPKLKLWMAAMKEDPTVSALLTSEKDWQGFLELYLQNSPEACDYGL
LYPLA1 inh: blocks human lysophospholipase 1, a PME1 counter-screen; O75608; recombinant LYPLA1, FP-Rh probe fluorescence polarization; inhibition, % at 5.9 µM; 320,000 compounds, 0.16% hits; AID 2174;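 active = inhibition above the mean of all tested compounds plus 3 SD, set per campaign, cut at about 14% in these data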;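 also: inhibitors block serine hydrolase probe labeling of LYPLA1 so polarization falls; 0% = enzyme with DMSO and 100% = wells lacking LYPLA1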
Target sequence (O75608 whole entry, looked up): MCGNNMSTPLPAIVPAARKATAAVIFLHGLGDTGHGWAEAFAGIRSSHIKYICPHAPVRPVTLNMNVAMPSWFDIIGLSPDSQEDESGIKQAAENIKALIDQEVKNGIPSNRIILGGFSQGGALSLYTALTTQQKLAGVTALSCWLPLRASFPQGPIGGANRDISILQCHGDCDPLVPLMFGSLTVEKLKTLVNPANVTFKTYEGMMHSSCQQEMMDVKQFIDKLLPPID
Active calls of the source: *; . = no result given. Only part of the results is shown; count on the stated rates, not on these rows.

SMILES	PAFAH1B3 inh	PAD4 FP inh	PREPL inh	PME-1 primary	pPAFAH inh	LYPLA2 inh	PAFAH1B2 FP inh	GSTO1 inh	LYPLA1 inh
COC(=O)/C(=C1/Oc2ccc(C(C)(C)C)cc2S1)C(F)(F)F	2	-1	6	-8	-3	4	7	2	-3
COC(Cn1c(C)c(C(C)=O)c(C(C)=O)c1C)OC	6	0	-11	-3	-2	-2	4	12	-2
OCC1(CCCc2ccccc2)CCN(C2CCC2)CC1	0	0	-5	-3	-4	1	0	0	1
CCC(=O)Oc1ccc(NC(=O)CSCc2ccccc2)cc1	6	-4	-6	0	4	6	4	3	1
CN(Cc1ccccc1)C(=O)C(=O)c1cn(CC(=O)N2CCCC2)c2ccccc12	1	4	5	6	-6	-1	6	2	-2
Fc1ccccc1NC(=S)NCCc1ccccc1	12	-1	6	-2	-1	5	2	8	2
Cn1cc(/C=C/C(=O)c2ccccc2)c2ccccc21	3	7	29	10	11	4	2	-10	0
O=C(CSc1nnc(-c2ccc(Cl)cc2)n1Cc1ccco1)Nc1ccc2c(c1)OCCO2	9	5	0	0	12	4	3	-1	3
Cc1nnc(C)n1/N=C/c1cccs1	-4	-2	0	-2	4	8	2	0	2
Cc1ccc(S(=O)(=O)N2CCN(C(=O)CN3CCCSc4ccccc43)CC2)cc1	-3	1	21	3	0	7	22	.	3
Cc1nc2ccccc2cc1C(=O)N/N=C/c1ccc([N+](=O)[O-])cc1	13	-9	7	2	4	-1	8	-5	-1
CN(Cc1nccs1)C(=O)C1CCC(=O)N(Cc2ccccc2F)C1 (centres undefined)	2	-3	7	5	4	6	1	9	1
Cc1cc(NC(=O)Cn2cnc3c(cnn3C(C)(C)C)c2=O)no1	14	2	-2	0	2	-7	0	-2	-2
C=CCN(C)CC/C=C1\c2ccccc2CSc2ccccc21	6	-1	-38	-1	-1	-7	8	3	-2
CC(=O)Nc1ccc(N2CCN(Cc3ccccc3)CC2)cc1	2	-1	-1	2	0	0	0	-2	-2
O=C1CNC(=S)N1C(CO)c1ccccc1 (centres undefined)	12	-1	23	-1	3	9	2	-4	1
Cc1n[nH]c(C)c1CN(C)C(=O)C1CCC(=O)N(CCc2cccc(F)c2)C1 (centres undefined)	1	0	14	-6	-4	11	1	6	-3
O=c1cc2c(nn1Cc1ccccc1)-c1ccccc1CC2	-1	-3	-2	7	11	0	0	-4	-2
Cc1ccc(-c2n[nH]c(=O)c3ccccc23)cc1S(=O)(=O)NC(C)(C)C	-4	-8	26	16	1	-4	2	-9	2
CCOC(=O)C1=C(CS(=O)(=O)c2ccc(C)cc2)NC(=O)NC1c1cc(OC)c(O)c(OC)c1 (centres undefined)	0	-4	17	-3	7	2	5	7	1
O=c1[nH]c(=O)n(Cc2ccco2)c2c1C(C(F)(F)F)(C(F)(F)F)N=C(c1ccco1)N2	1	1	0	3	1	7	4	-10	1
O=C(c1ccco1)N1CCN(C(=O)c2oc(=O)c3ccccc3c2-c2ccccc2)CC1	2	3	1	4	1	0	8	5	0
Cc1cc(C)c(OCC(O)CN2CCN(c3ccccn3)CC2)c(C)c1 (centres undefined)	-1	4	7	-4	4	5	3	0	-1
COc1ccc(CCNC2CC(C)N(C)CC2C)cc1OC (centres undefined)	0	-5	4	1	3	-7	5	0	-6
CCNC(=S)N(Cc1ccco1)Cc1cc2cc3c(cc2[nH]c1=O)OCCO3	11	-3	5	1	3	-2	3	-2	-1

Look-ups from the list.
`O=C1CNC(=S)N1C(CO)c1ccccc1` (centres undefined) in LYPLA1 inh = 1
`Cc1n[nH]c(C)c1CN(C)C(=O)C1CCC(=O)N(CCc2cccc(F)c2)C1` (centres undefined) in pPAFAH inh = -4
`O=C(c1ccco1)N1CCN(C(=O)c2oc(=O)c3ccccc3c2-c2ccccc2)CC1` in pPAFAH inh = 1
`Cc1ccc(-c2n[nH]c(=O)c3ccccc23)cc1S(=O)(=O)NC(C)(C)C` in GSTO1 inh = -9
`O=C(CSc1nnc(-c2ccc(Cl)cc2)n1Cc1ccco1)Nc1ccc2c(c1)OCCO2` in PAFAH1B2 FP inh = 3

Other results:
SMILES	PAFAH1B3 inh	PAD4 FP inh	PREPL inh	PME-1 primary	pPAFAH inh	LYPLA2 inh	PAFAH1B2 FP inh	GSTO1 inh	LYPLA1 inh
CC(C)(C)NC(=O)C(OC(=O)c1ccco1)c1ccc(Cl)cc1 (centres undefined)	2	1	-9	0	-1	3	1	-4	-2
COC(=O)c1cccc(NC(N)=S)c1	-2	-8	4	3	6	-1	1	-7	-3
COc1ccc(/C=C\C(=O)CC(O)(c2ccccc2)C(F)(F)F)cc1 (centres undefined)	-1	5	-14	-4	-3	-4	30*	-3	-4
COc1ccccc1NS(=O)(=O)c1cc([N+](=O)[O-])ccc1N/N=C/c1sc(N2CCOCC2)nc1-c1ccccc1	-10	-7	16	1	5	-5	-2	-5	-3
O=C(NCCCN1CCOCC1)c1cc(Cl)ccc1Cl	8	-3	0	1	-2	-2	6	4	-2
CCOc1ccc2[nH]c3nc(SCC(=O)NC4CCCC4)nnc3c2c1	-4	1	-4	5	7	-1	7	-11	1
CCOc1ccccc1NC(=O)COC(=O)c1cc(C(=O)OC)cc([N+](=O)[O-])c1	-3	-1	-19	0	2	-1	-1	1	-1
O=c1c2ccccc2c(C=Nc2ccc(S(=O)(=O)N3CCCCC3)cc2)c(O)n1-c1ccc(Cl)cn1	-4	3	-2	-4	-3	-9	-2	-3	-4
O=C(O)c1cccc(Nc2nc(-c3cccnc3)nc3ccccc23)c1	15	0	5	0	0	6	3	-11	1
CC(C)N(C(=O)Cc1ccccc1[N+](=O)[O-])C(C)C	3	-1	12	3	5	7	0	3	4
O=C(Nc1ccncc1)c1ccc(C(=O)Nc2ccncc2)cc1	7	-4	18	-11	-6	-3	-1	9	1
CC(=O)Nc1cc(S(=O)(=O)Nc2ccccc2C)c(C)cc1C	10	5	3	7	3	-1	0	0	1
Cn1c(=O)c2c(nc(SCCCC#N)n2Cc2c(F)cccc2Cl)n(C)c1=O	-1	4	13	9	-1	-2	-2	-1	0
CN(C)c1nc2c(c(=O)[nH]c(=O)n2C)n1CCOc1ccccc1	8	1	4	-2	-4	-3	5	-1	-3
O=C(NCCc1ccccc1)c1cc(-c2ccc3c(c2)OCO3)on1	18	5	12	-3	2	0	5	-3	3
Cc1[nH]c(=O)[nH]c(=S)c1C(=O)Nc1ccc(Cl)c(Cl)c1	2	-1	8	-1	3	-1	-2	0	0
COCCn1c(=S)[nH]c2cc(C(=O)N3CCN(c4ccc(F)cc4)CC3)ccc2c1=O	1	-4	11	2	-3	3	-7	6	3
CC(C)(C)OC(=O)N1CCC(CNC(=O)c2ccc(F)cc2F)CC1	.	3	-9	-2	-2	0	.	-4	1
COC(=O)C1N[C@@H]([C@@H](NC(=O)COc2ccccc2)C(=O)Nc2ccc(OC)cc2)SC1(C)C (some centres undefined)	12	-1	-13	-3	6	0	1	11	-1
Cn1c(=O)c([N+](=O)[O-])c(NCc2ccc3c(c2)OCO3)c2ccccc21	.	-3	2	4	-1	-4	.	-9	-3
C=CCn1c(N)c(C(=O)Nc2ccc(C)cc2)sc1=S	7	-2	5	2	0	4	3	5	1
Cc1ccc(S(=O)(=O)N(CC(=O)Nc2ccc(Cl)c([N+](=O)[O-])c2)C2CCCCC2)cc1	-33	-1	-6	-66	-25	-55	-18	-11	-29
CCN1CCN(C(=O)c2cc(-c3cccnc3)nc3ccc(Br)cc23)CC1	8	-4	11	-3	-7	-2	2	1	0
COC(=O)c1ccc(CN2C(=O)c3ccccc3S2(=O)=O)cc1	0	2	4	2	1	-1	-1	3	-2
CC(=O)Nc1ccc(N)cc1	5	-9	3	-4	2	3	2	.	-1

Some of these compounds in order of the pPAFAH inh value, high to low.
smiles,pPAFAH inh
COc1ccccc1NS(=O)(=O)c1cc([N+](=O)[O-])ccc1N/N=C/c1sc(N2CCOCC2)nc1-c1ccccc1,5
CC(=O)Nc1ccc(N)cc1,2
C=CCn1c(N)c(C(=O)Nc2ccc(C)cc2)sc1=S,0
CC(C)(C)OC(=O)N1CCC(CNC(=O)c2ccc(F)cc2F)CC1,-2
COCCn1c(=S)[nH]c2cc(C(=O)N3CCN(c4ccc(F)cc4)CC3)ccc2c1=O,-3

New compounds follow
SMILES	PAFAH1B3 inh	PAD4 FP inh	PREPL inh	PME-1 primary	pPAFAH inh	LYPLA2 inh	PAFAH1B2 FP inh	GSTO1 inh	LYPLA1 inh
O=C(CN1CCC(NC(=O)Nc2ccccc2)CC1)Nc1ccc([N+](=O)[O-])cc1	-7	0	28	10	4	10	1	9	1
O=S(=O)(Nc1ccccc1F)c1ccc(Cl)nc1	6	1	8	1	-1	-2	-5	.	-6
COc1ccc(NC(=O)CN2CCN(CC(=O)Nc3ccc(F)cc3)CC2)cc1Cl	6	0	2	-7	0	3	-2	1	1
Cc1ccc(C(=O)N2CCN3C(=O)c4ccccc4C23c2ccccc2)cc1 (centres undefined)	4	-2	-1	2	2	5	7	2	1
CN(C)c1ccc(C(O)P(=O)(OC2CCCCC2)OC2CCCCC2)cc1 (centres undefined)	5	-1	-1	3	4	6	5	6	2
O=C1CN(C(=O)COC(=O)c2ccc(C(F)(F)F)cc2)c2ccccc2N1	1	-3	9	.	3	.	5	.	.
CC(C)c1ccc(NC(=S)N(C)CCc2ccccn2)cc1	4	4	8	-3	3	3	0	-6	0
Cc1ccc(S(=O)(=O)NC2c3cccc4cccc(c34)C2Sc2nncn2C)cc1 (centres undefined)	0	1	-17	1	5	1	-2	-3	0
COc1cc(OC)cc(-c2sc3ccc(OC)cc3c2C#CC2(N)CCCCC2)c1	-7	-4	7	.	3	.	1	.	.
Cc1cc(OC(C)C(=O)NCCCN2CCCC2=O)c2c(C)c(C)c(=O)oc2c1 (centres undefined)	8	2	6	6	3	7	4	3	3
CCN1C(=NCc2ccc(OC)cc2)N[C@@H](CCc2ccccc2)[C@H](C(=O)NCc2ccc(OC)cc2)[C@H]1C	6	1	14	1	-2	8	3	3	0

3 structures out of the list, sorted by formula weight, rising.
SMILES	PAFAH1B3 inh	PAD4 FP inh	PREPL inh	PME-1 primary	pPAFAH inh	LYPLA2 inh	PAFAH1B2 FP inh	GSTO1 inh	LYPLA1 inh
O=S(=O)(Nc1ccccc1F)c1ccc(Cl)nc1	6	1	8	1	-1	-2	-5	.	-6
CN(C)c1ccc(C(O)P(=O)(OC2CCCCC2)OC2CCCCC2)cc1 (centres undefined)	5	-1	-1	3	4	6	5	6	2
CCN1C(=NCc2ccc(OC)cc2)N[C@@H](CCc2ccccc2)[C@H](C(=O)NCc2ccc(OC)cc2)[C@H]1C	6	1	14	1	-2	8	3	3	0
